NPR1 activator: GC-A (human) enzyme activation; HEK293 GC-A cells, cGMP TR-FRET, EC30 ANP; 0% at EC30 ANP, 100% saturating ANP; hit rate 0.14% among 370,000; P16066; AID 1671463; activation, % at 10 µM; in the data active = activation above about 40%
NPR2 activator: GC-B (human) receptor activation | P20594 | HEK293-GC-B cells, CNP EC30, cGMP TR-FRET; 0% at EC30 CNP, 100% saturating CNP | activation, % at 10 µM | hit rate 0.11% among 370,000 | AID 1920062;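 active = activation at 10 µM reaching about 35% in either raw or pattern-adjusted values, limit read from the data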
ssDAF12 agonist: activators of S. stercoralis DAF-12 nuclear receptor; HEK293 ssDAF-12/GRIP1 lit1-tk-luc reporter, luminescence; % of 3 µM dafachronic acid response; activation, % at 6.8 µM; hit rate 1% among 370,000; AID 652126;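 active = activation above the mean over all tested compounds plus 3 SD, cut at about 0.9% in these data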;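 note: 0% = DMSO-only wells and 100% = 3 µM delta7-dafachronic acid wells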
sPLA2-III inh: Blocks human group III sPLA2 activity | Q9NZ20 | QFRET BODIPY PC-A2 liposome hydrolysis, fluorescence | inhibition, % at 12.2 µM | hit rate 0.56% among 370,000 | AID 743126;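 active = inhibition above mean plus 3 SD of compounds lying within the high and low control bounds, cut at about 19% in these data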;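 note: 0% = median of test compound wells and 100% = no enzyme DMSO wells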
Target sequence (Q9NZ20 whole entry, looked up): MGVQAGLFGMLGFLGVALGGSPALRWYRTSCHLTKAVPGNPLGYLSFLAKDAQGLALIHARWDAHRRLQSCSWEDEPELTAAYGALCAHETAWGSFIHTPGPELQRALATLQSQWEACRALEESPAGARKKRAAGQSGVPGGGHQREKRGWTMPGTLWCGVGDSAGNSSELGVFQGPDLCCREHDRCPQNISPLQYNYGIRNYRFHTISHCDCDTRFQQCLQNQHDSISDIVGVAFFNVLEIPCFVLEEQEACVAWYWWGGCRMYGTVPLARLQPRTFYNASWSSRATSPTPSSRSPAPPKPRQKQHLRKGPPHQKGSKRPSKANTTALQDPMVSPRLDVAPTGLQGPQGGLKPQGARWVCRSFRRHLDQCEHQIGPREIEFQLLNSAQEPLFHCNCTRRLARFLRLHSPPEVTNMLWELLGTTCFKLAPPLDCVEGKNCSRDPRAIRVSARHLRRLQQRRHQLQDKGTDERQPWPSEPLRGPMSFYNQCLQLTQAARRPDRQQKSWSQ
SMARCA2 act: activators of SMARCA2 function | MG213 cells, MMTV-luciferase reporter, dexamethasone, overnight | activation, % at 9.1 µM | hit rate 1% among 370,000 | AID 652017; in the data active = activation above about 7.8%;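 note: 0% = vehicle wells and 100% = reference activator wells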
KLK7 zymogen act: activators of human kallikrein-7 zymogen; purified proKLK7, EDANS-DABCYL substrate fluorescence; 100% is mature enzyme control, 0% vehicle; activation, % at 7 µM; AID 652039; hit rate 0.9% among 370,000;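 active = activation above the mean of all tested compounds plus 3 SD, computed per campaign excluding outliers beyond control limits, cut at about 13% in these data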
Target sequence (P49862 whole entry, looked up): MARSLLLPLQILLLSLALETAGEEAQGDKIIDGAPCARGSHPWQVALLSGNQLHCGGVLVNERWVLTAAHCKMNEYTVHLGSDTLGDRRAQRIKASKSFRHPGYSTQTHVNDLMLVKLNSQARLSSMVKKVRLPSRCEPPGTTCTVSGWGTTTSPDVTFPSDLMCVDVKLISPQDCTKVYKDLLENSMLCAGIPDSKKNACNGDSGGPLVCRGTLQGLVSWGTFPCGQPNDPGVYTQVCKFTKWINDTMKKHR
GAA850 FXN act: increases GAA850 frataxin promoter reporter activity; HEK293 lucGAA850 FXN promoter luciferase reporter, 24 h; percent of 10 µM SAHA response; activation, % at 6 µM; hit rate 0.56% among 360,000;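 active = activation above the average of all compounds screened plus 3 SD, cutoff fixed separately per campaign, cut at about 7.5% in these data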;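 note: 0% = DMSO wells and 100% = 10 µM SAHA wells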
DAX1 inh-1: inhibitors of DAX1 repression of SF-1 activated StAR promoter; HEK293T StAR-luciferase reporter, SF-1/DAX-1 repression relief; hit rate 1.1% among 370,000; inhibition, % at 6.8 µM; AID 652010;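 active = inhibition above the mean over all tested compounds plus 3 SD, cut at about 3.6% in these data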;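 note: 0% = DAX-1 cells with DMSO and 100% = cells lacking DAX-1 with DMSO; higher inhibition means more luminescence from relief of DAX-1 repression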
hcDAF12 agonist: H. contortus DAF-12 activation, primary screen. HEK293 hcDAF-12 lit1-tk-luc reporter, luminescence; 0% DMSO, 100% Δ7-dafachronic acid. activation, % at 6.8 µM. hit rate 1.4% among 370,000. AID 652067;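 active = activation above the mean of all tested compounds plus 3 SD, cut at about 5.5% in these data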;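 note: 100% = response to 3 µM Δ7-dafachronic acid high control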
DAX1 inh-2: inhibits human nuclear receptor DAX1 | hit rate 0.99% among 340,000 | inhibition, % at 6.75 µM | AID 504766 | HEK293 Gal4-DAX1 luciferase reporter, luminescence;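 active = inhibition above the mean over all tested compounds plus 3 SD, cut at about 4.2% in these data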;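 note: 0% = DAX1-transfected cells with DMSO and 100% = empty-vector control cells with DMSO; inhibition shows as a rise in luminescence from relieved DAX1 repression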
Target sequence (P51843 207-470 limits assumed): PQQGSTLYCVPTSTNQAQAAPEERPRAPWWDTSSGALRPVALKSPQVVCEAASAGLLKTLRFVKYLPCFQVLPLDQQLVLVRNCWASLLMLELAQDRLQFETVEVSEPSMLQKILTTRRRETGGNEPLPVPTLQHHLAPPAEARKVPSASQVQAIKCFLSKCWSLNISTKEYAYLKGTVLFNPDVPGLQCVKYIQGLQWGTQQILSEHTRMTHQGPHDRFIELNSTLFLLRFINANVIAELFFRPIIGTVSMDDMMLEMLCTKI
hgDAF12 agonist: agonists of H. glycines DAF-12 nuclear receptor. hit rate 1.8% among 370,000. HEK293 GAL4-hgDAF12 UAS-luciferase reporter, agonist luminescence; normalized to butyrate control. activation, % at 6.8 µM;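 active = activation above a cutoff set at the mean of all screened compounds plus 3 SD, cut at about 10% in these data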;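 note: 0% = DMSO wells and 100% = sodium butyrate wells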
Numbers without * were called inactive; x = no result given.

SMILES	NPR1 activator	NPR2 activator	ssDAF12 agonist	sPLA2-III inh	SMARCA2 act	KLK7 zymogen act	GAA850 FXN act	DAX1 inh-1	hcDAF12 agonist	DAX1 inh-2	hgDAF12 agonist
CCOC(=O)c1cc(=O)c2ccc(OCC(=O)Nc3ccccc3)cc2o1	5	4	-1.3	-6	-2	-0.2	-0.2	0.3	1.7	0.6	-0.6
COc1ccc(Br)cc1/C=c1\sc2nc(-c3ccco3)nn2c1=O	-6	0	-0.4	-12	1	0.3	-1.5	-0.4	0.4	0.2	3.0
Nc1nc(SCc2ccc(Cl)cc2Cl)ns1	-5	0	-1.9	-3	0	0.4	7.9*	0.5	0.1	0.8	2.5
CCCNC(=O)c1cc(C2CCCCN2S(C)(=O)=O)on1 (stereo not given)	1	-4	-0.7	-6	0	-0.2	2.0	-0.4	1.3	x	-2.8
Cc1cccc(NC(=O)c2ncn3c2C(=O)N(C)CC3)c1	5	1	-1.0	9	5	0.2	-2.2	-0.1	0.3	3.9	-2.4
COC(=O)c1[nH]c2cc(C)ccc2c1NC(=O)CN1CCOCC1	3	-4	-1.1	17	-5	0.5	0.9	-0.4	0.2	0.1	-1.6
Cc1cc(C)n2c(SCc3cccs3)nnc2n1	2	-2	-1.3	10	8	-0.2	-0.2	0.6	-0.7	0.1	-0.9
CSc1ccc(OC2(C)CCN(Cc3ccc(OC(F)(F)F)cc3)C2)cc1 (stereo not given)	6	-2	-1.5	-4	-2	-0.1	0.5	-0.7	-0.1	x	1.1
Cc1cccc(NC2SC(=O)NC2=O)c1 (stereo not given)	1	3	-0.7	-7	-2	0.3	1.5	-0.4	-0.1	0.1	-1.0
Cc1ccc(Cn2c(C(CO)Nc3nc(-c4ccc(Cl)c([N+](=O)[O-])c4)cs3)nc3ccccc32)cc1 (stereo not given)	0	-4	-1.2	18	-2	-0.2	0.5	-0.7	-0.1	-0.6	-0.8
CN(CCc1cn[nH]c1)C(=O)CC1C(=O)NCCN1Cc1ccccc1C(F)(F)F (stereo not given)	4	7	-1.2	1	-1	-0.5	-2.7	-0.1	-1.3	-2.1	0.0
CN(C)S(=O)(=O)c1ccc(C(=O)Oc2coc(CSc3ncccn3)cc2=O)cc1	-2	-1	-1.3	0	-2	-0.5	0.1	-0.1	0.2	-1.1	2.5
COc1ccc(CN2CC(=O)N(c3cccc(Cl)c3)C2=S)cc1OC	44*	2	-1.2	-112	-2	0.0	3.2	-0.4	-0.8	0.2	-3.7
CCCC(=O)N1CCN(c2nc3ccc(Br)cc3s2)CC1	7	-1	-1.5	-8	0	0.1	3.6	-0.4	-2.6	-1.2	-1.7
CC1(C)CC(=O)C(CC(=O)Nc2ccc(S(N)(=O)=O)cc2)=C(O)C1	5	6	-0.8	5	-6	-0.5	-0.9	-0.7	-0.9	-0.1	1.3
CC(C(=O)Nc1ccc(C#N)cc1)N(C)CC(=O)Nc1ccccc1Br (stereo not given)	1	-4	-1.2	1	-4	0.8	-1.6	-0.7	0.6	-0.6	-0.3
COC1OC(CO)C(N(C)C(C)=O)C1O (stereo not given)	0	1	-1.0	1	3	-0.6	-0.2	-0.3	-3.1	4.8*	0.4
CC(=O)Nc1cc(C(=O)NCc2ccco2)ccc1Sc1ccc(Cl)cc1	8	6	-1.3	-3	-4	-0.1	-2.2	0.5	-3.2	1.1	-1.1
O=C(O)CCN1C(=O)/C(=C2\C(=O)N(Cc3ccc(F)cc3)c3ccccc32)SC1=S	-1	-3	-1.0	-11	3	-0.6	0.2	0.0	2.8	0.9	1.5
O=C(CSc1nnc(COc2ccccc2)o1)N1CCOCC1	1	-1	-1.0	11	-1	0.0	-0.4	0.6	-0.3	2.0	-1.2
COc1ccc(/C=C/C(=O)OCC(=O)Nc2cccc(Oc3ccccc3)c2)c(OC)c1	1	-6	-1.7	-25	-4	-17	1.1	-0.1	-3.6	1.2	2.5
Nc1cc(S(=O)(=O)Nc2cc(Cl)ccc2Cl)ccc1N1CCCC1	-2	2	-1.3	5	2	0.2	-6.0	0.4	-1.5	3.9	-4.6
CCC(=O)N1CCc2cc(-c3csc(NC(=O)c4ccco4)n3)ccc21	5	1	-1.3	8	2	98*	0.8	-0.4	-0.2	-1.3	-0.6
CCCc1[nH]nc2c1C(c1ccc(OC)c(Cn3nc(C)c(Br)c3C)c1)C(C#N)=C(N)O2 (stereo not given)	-27	-12	-1.6	-40	-3	-1.1	-0.1	-0.9	-1.7	-0.8	-1.6
COc1ccc(CCC(=O)NNC(=O)Nc2ccc(C(C)C)cc2)cc1	3	-1	-0.1	-3	5	0.4	0.1	-1.7	-2.0	0.5	-0.6
Cc1ccc(-n2c(=O)[nH]c3c(oc4ccccc43)c2=O)cc1	0	0	-0.8	8	-4	-0.3	0.9	-0.4	-0.2	-0.1	3.0
Cc1cc2oc(=O)cc(-c3ccccc3)c2c(C)c1-c1ccc(F)c(Cl)c1	0	0	-0.9	2	0	0.4	1.8	-1.1	-2.2	0.7	-0.3
O=C1/C(=C\c2ccc3ccccc3c2)CCCc2ccccc21	0	-3	-0.2	0	6	-0.4	0.3	3.3	4.6	2.6	9.7
CCN(CC)S(=O)(=O)c1ccc(C)c(NC(=O)COC(=O)C=C(C)C)c1	-2	-3	-1.6	13	-3	0.1	-1.0	0.6	-0.5	-1.6	-3.1
O=C(NCc1ccccc1)C1=C[C@H](c2coc3ccccc3c2=O)C[C@H](OCCCCO)O1	-1	2	-1.4	-2	0	0.5	3.6	1.4	1.6	-0.2	-2.8

A draw from above in order of number of heavy atoms, highest first:
SMILES	NPR1 activator	NPR2 activator	ssDAF12 agonist	sPLA2-III inh	SMARCA2 act	KLK7 zymogen act	GAA850 FXN act	DAX1 inh-1	hcDAF12 agonist	DAX1 inh-2	hgDAF12 agonist
CCC(=O)N1CCc2cc(-c3csc(NC(=O)c4ccco4)n3)ccc21	5	1	-1.3	8	2	98*	0.8	-0.4	-0.2	-1.3	-0.6
Nc1nc(SCc2ccc(Cl)cc2Cl)ns1	-5	0	-1.9	-3	0	0.4	7.9*	0.5	0.1	0.8	2.5
Cc1cccc(NC2SC(=O)NC2=O)c1 (stereo not given)	1	3	-0.7	-7	-2	0.3	1.5	-0.4	-0.1	0.1	-1.0

(next part)
SMILES	NPR1 activator	NPR2 activator	ssDAF12 agonist	sPLA2-III inh	SMARCA2 act	KLK7 zymogen act	GAA850 FXN act	DAX1 inh-1	hcDAF12 agonist	DAX1 inh-2	hgDAF12 agonist
CCOc1ccc2nc(NC(=O)C3CCN(S(=O)(=O)c4cnc[nH]4)CC3)sc2c1	5	-1	-1.5	-36	-2	0.5	0.5	-1.1	-1.8	2.8	1.1
COc1cc(O)c(C(CC(=O)N2CCCCC2)c2cc(OC)c(OC)c(OC)c2)c(OC)c1 (stereo not given)	-1	-8	-1.5	4	0	0.1	-1.5	0.3	-1.7	0.2	-0.9
NCCNc1ccc(C(=O)N2c3ccccc3Sc3ccccc32)cc1[N+](=O)[O-]	-55	-36	-1.5	20*	-1	0.0	-0.2	-0.6	-2.5	-2.0	-0.8
COc1ccc(NC(=O)CC(NCCc2ccccc2)C(=O)O)c(OC)c1 (stereo not given)	-1	4	-1.4	2	1	-0.2	-1.1	0.2	-0.6	0.8	2.0
O=C(NC1CCCC1)c1cc(-c2ccc(F)cc2)on1	13	0	-0.3	3	5	0.9	4.4	2.2	1.1	5.8*	23*
COC(=O)CCS(=O)(=O)c1ccc(NC(C)=O)cc1	0	1	-1.2	3	-2	0.7	0.5	0.4	3.5	-0.1	1.1
Cc1ccccc1C(=O)c1cccn1CC(=O)NCC1CCCO1 (stereo not given)	0	3	-0.8	-7	0	0.6	0.0	-0.1	-2.2	0.4	2.7
OCC[C@H]1C[C@@H](O)[C@H](O)[C@]2(CCc3ccccc3O2)O1	1	7	-0.4	8	1	0.8	0.9	-0.2	-0.8	-1.3	-0.7
COc1cccc(C=Nc2cc(C(C)C)c(O)cc2C)c1O	-1	-6	-0.8	3	1	-0.9	-1.4	-0.7	0.5	-0.8	2.7
COc1ccc([N+](=O)[O-])cc1NC1CCCCC1	17	6	-1.5	4	-4	0.2	1.0	-1.1	-1.7	-1.2	1.9
COCCC(=O)N1CCC(Oc2ccc(C(=O)NC3CCOC(C)(C)C3)cc2)CC1 (stereo not given)	1	3	-0.3	6	0	-0.4	1.1	0.0	0.8	-0.7	-3.0
CC1=C(C(=O)OCc2ccccc2)C(c2ccc(C(C)(C)C)cc2)NC(=O)N1CCCCCC(=O)O (stereo not given)	-2	-4	-1.2	-29	0	0.4	-0.2	0.3	-1.1	-0.5	2.8
O=C(Nc1ccc(N2CCCC2)cc1)c1cccc(Cl)c1	4	-3	0.2	24*	4	-0.5	2.0	3.0	6.0*	1.5	12*
CCN(CC)S(=O)(=O)c1ccc(N2CCOCC2)c(NC(=O)c2sccc2C)c1	1	6	-1.1	1	3	-1.2	3.0	-1.2	0.5	-0.8	-1.2
Cc1ccc(C(=O)Nc2ccc(Br)cc2)cc1S(=O)(=O)Nc1ccccn1	4	-2	-1.7	3	-3	-0.4	-4.3	0.4	1.7	-1.0	0.6
CCOc1ccc(C(NC(=O)CC)c2c(O)ccc3ccccc23)cc1 (stereo not given)	2	-9	-1.7	-32	-3	-1.8	-4.2	-0.2	1.6	-0.3	0.4
NS(=O)(=O)c1ccc(CCNC(=O)C2Cc3ccccc3CN2C(=O)c2ccco2)cc1 (stereo not given)	-1	0	-0.6	-1	-4	-0.8	1.2	0.0	-0.4	0.0	3.2
Cc1ccc(-n2c(CSc3nc(C)cc(C)n3)n[nH]c2=S)cc1	5	1	-1.0	8	-4	-0.1	4.3	-0.5	-1.6	x	0.3
N#CC1=C(N)NC(SCC(=O)c2ccccc2)=C(C#N)C12CCCC2	-5	-3	-1.2	-23	1	1.3	5.5	-1.4	2.3	-0.8	0.9
CC(=O)N1CCN(S(=O)(=O)c2cccc(C(=O)OCC(=O)NCc3ccccc3Cl)c2)CC1	0	2	-0.6	0	-4	-0.5	0.0	1.0	1.5	0.1	6.9
O=C(/C=C/c1ccc2c(c1)OCO2)Nc1cccnc1	1	0	-1.1	-3	13*	4.2	7.2	11*	2.6	3.7	11*
Cc1cnc(C(=O)N2CCN(S(=O)(=O)c3cc(C(F)(F)F)cc(C(F)(F)F)c3)CC2)cn1	0	-4	-0.2	-3	0	0.6	-1.4	-0.5	0.0	0.0	0.1
CNS(=O)(=O)c1ccc(C)cc1	-7	3	-1.1	-3	3	0.0	-1.0	0.5	-2.2	-0.8	-1.3
C=CCNc1nc(-c2c(C)nc3ncccn23)cs1	-6	7	-1.9	-4	3	-1.4	1.2	-0.3	-1.7	0.0	-0.1
O=C(N/N=C/c1ccc(C(=O)O)cc1)C(=O)N1CCCCCC1	-3	3	-1.0	4	-2	0.0	1.5	0.5	1.3	0.1	0.8
CN(C)c1ccc(Cn2c(=O)n(Cc3ccc(C(=O)NCC4COC4)cc3)c(=O)c3ccccc32)cc1	-8	5	-0.9	3	-2	0.3	x	-0.4	-2.4	x	-0.5
Cn1c2ccccc2c(=O)c2cc(NCCCN3CCOCC3)ccc21	8	6	0.2	3	15*	75*	17*	5.1*	4.3	3.7	11*
